5HT1a antag – human 5-HT1a receptor antagonists, primary screen, cell-based, CHO, Ga15 NFAT-bla reporter | 5-hydroxytryptamine receptor 1A (Homo sapiens), P08908 | actives 0.68% (n = 62,000) | AID 612, 2007 | inhibition, % at 10 µM | CHO 5-HT1a Ga15 NFAT-bla reporter, antagonist mode;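 active means inhibition above the mean of all tested compounds plus 3 SD, cut at about 43% in these data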;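 further: receptor stimulated by 5-CT agonist at 100 nM near EC80; beta-lactamase reporter measured by ratiometric fluorescence of a cleavable substrate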
Target sequence (P08908 whole entry, looked up): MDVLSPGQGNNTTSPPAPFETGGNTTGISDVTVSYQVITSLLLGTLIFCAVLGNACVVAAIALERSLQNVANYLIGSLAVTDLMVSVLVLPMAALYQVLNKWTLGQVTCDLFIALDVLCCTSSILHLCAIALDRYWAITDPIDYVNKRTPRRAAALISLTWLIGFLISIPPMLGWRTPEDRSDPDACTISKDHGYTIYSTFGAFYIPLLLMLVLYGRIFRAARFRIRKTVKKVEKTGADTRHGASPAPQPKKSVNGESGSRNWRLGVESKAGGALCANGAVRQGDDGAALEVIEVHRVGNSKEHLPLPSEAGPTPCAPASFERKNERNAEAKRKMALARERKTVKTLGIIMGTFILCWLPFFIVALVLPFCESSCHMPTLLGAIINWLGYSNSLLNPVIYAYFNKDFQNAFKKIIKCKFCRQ
M1 agonist – M1 muscarinic receptor agonists, primary screen, CHO-M1 cells, Fluo-4 calcium, agonist mode; Muscarinic acetylcholine receptor M1; Fluo-4 calcium fluorescence; active compounds read high; B-score at 10 µM; actives 3% (n = 64,000);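 active means fluorescence rise, raw or as B-score row- and column-corrected plate score, outside the 99.7% band of its plate's samples, either direction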
Jurkat tox 60K – cytotoxicity toward Jurkat T cells, primary screen, cytotoxicity control, cell-based, Jurkat E6.1, 60K MLSMR library. Jurkat E6.1 viability, ATP luminescence, 48 h. AID 463, 2006. inhibition, % at 4 µM. actives 1.2% (n = 56,000);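 active means inhibition above the mean inhibition of all tested compounds plus 3 SD, cut at about 28% in these data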
S1P1 ag-PAM – S1P1 agonists and agonism potentiators, primary screen, cell-based, primary and confirmation screens, CRE-bla reporter | Sphingosine 1-phosphate receptor 1 (Homo sapiens), P21453 | S1P1 CRE-bla cells, forskolin, beta-lactamase FRET, potentiator mode; S1P1 agonist co-added at EC20, 2 nM; 100% = saturating reference agonist, 0% = basal | activation, % at 9.5 µM | actives 0.57% (n = 56,000) | AID 449, 2006;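 active means activation above a cutoff set at the mean activation of all tested compounds plus 3 SD, cut at about 54% in these data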;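 further: forskolin at 4 µM as EC80 and the EC20 agonist is SEW2871; 100% = SEW2871 at its EC100 plus forskolin at EC80; some compounds past the cut are filed as inactive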
HTR1E agonist – 5-HT1E receptor agonists, primary screen, cell-based, HTS | 5-hydroxytryptamine receptor 1E (Homo sapiens), P28566 | CHO 5-HT1E Ga15 NFAT-bla reporter, FRET; 0% DMSO wells, 100% control agonist wells | activation, % at 6 µM | actives 0.69% (n = 65,000) | AID 574, 2007;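 active means activation above a set limit, the screen-wide mean activation plus 3 SD, cut at about 8.5% in these data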;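 further: 100% = positive control agonist at 1 µM giving full maximal response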
Target sequence (P28566 whole entry, looked up): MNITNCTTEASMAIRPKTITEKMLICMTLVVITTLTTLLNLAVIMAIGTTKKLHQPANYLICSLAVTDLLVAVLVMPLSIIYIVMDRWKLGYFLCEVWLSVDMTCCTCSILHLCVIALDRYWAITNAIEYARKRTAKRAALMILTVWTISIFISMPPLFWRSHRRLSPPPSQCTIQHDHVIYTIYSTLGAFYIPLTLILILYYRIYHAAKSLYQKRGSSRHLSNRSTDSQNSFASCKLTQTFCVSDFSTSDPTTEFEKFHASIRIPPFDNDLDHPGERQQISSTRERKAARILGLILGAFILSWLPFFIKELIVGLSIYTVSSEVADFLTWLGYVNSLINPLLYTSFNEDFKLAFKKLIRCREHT
M1 antag – antagonists of rat M1 muscarinic receptor; actives 3.4% (n = 64,000); B-score at 10 µM; Muscarinic acetylcholine receptor M1 (Rattus norvegicus), P08482; CHO-M1 cells, Fluo-4 calcium, ACh EC80 antagonist mode; active compounds read low;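 active means calcium fluorescence response, raw or row-and-column corrected B-score, differing from the plate sample mean either way at a set confidence level, mostly lower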
5HT1E antag – 5-HT1E receptor antagonists, primary screen, cell-based, HTS; 5-hydroxytryptamine receptor 1E (Homo sapiens), P28566; CHO 5-HT1E Ga15 NFAT-bla reporter, FRET, antagonist; inhibition, % at 6 µM; actives 0.99% (n = 65,000); AID 571, 2007;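 active means inhibition above a set limit, the mean inhibition across every tested compound plus 3 SD, cut at about 29% in these data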;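 further: signal is the 460 over 535 nm emission ratio of beta-lactamase substrate; 0% = agonist plus DMSO wells and 100% = wells without agonist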
S1P3 agonist – human S1P3 receptor agonists, primary screen, cell-based, primary and confirmation, NFAT-BLA reporter; Sphingosine 1-phosphate receptor 3 (Homo sapiens), Q99500; S1P3 NFAT-BLA reporter cells, agonism, FRET ratio; relative to 1 µM S1P, basal subtracted; activation, % at 4.5 µM; actives 0.1% (n = 60,000); AID 373, 2006;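 active means activation above the screen-wide mean plus 3 SD, cut at about 4.5% in these data, passing the limit was not always enough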; further: some compounds called inactive have numbers as strong as hits
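Assay system: stable CHO line with human S1P3, Gα16, NFAT-BLA reporter; Detection: FRET β-lactamase substrate fluorescence, excitation 405 nm, 460/535 nm emission ratio, background-subtracted; Read-out: percent activation versus median 1 µM S1P response, basal-subtracted, per plate; Incubation: cells plated overnight, compound 4 h 37 °C, substrate 2 h RT.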
5HT1a ag – human 5-HT1a receptor agonists, primary screen, cell-based, CHO, Ga15 NFAT-bla reporter. 5-hydroxytryptamine receptor 1A (Homo sapiens), P08908. CHO 5-HT1a Ga15 NFAT-bla reporter, FRET ratio; 0% basal, 100% maximal reference agonist. activation, % at 10 µM. actives 0.56% (n = 65,000). AID 567, 2006;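 active means activation above the screen-wide mean activation plus 3 SD, cut at about 19% in these data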;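 further: 0% = DMSO wells and 100% = 5-CT at EC100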
* hit, by the source's call; nt = no result given.

item	Molecule	5HT1a antag	M1 agonist	Jurkat tox 60K	S1P1 ag-PAM	HTR1E agonist	M1 antag	5HT1E antag	S1P3 agonist	5HT1a ag
1	C=CCn1c(SCC(=O)Nc2ccc3c(c2)OCO3)nc2ccccc2c1=O	19.0	0.0295	-3.8	-22.3	0.1	-0.103	11.2	-0.5	2.5
2	CCNc1nc(NC(C)C)nc(N(C#N)CCOc2ccc(Cl)cc2Cl)n1	12.6	-0.66	0.3	-4.2	-0.3	-0.454	16.0	-0.3	-2.0
3	O=C(O)CSc1nnc(-c2ccc(S(=O)(=O)N3CCCC3)cc2)n1Cc1ccco1	-1.0	-0.0457	-5.3	-0.7	-0.7	0.833	2.9	0.3	-1.1
4	O=C(O)c1cccc(NC(=O)C2C3C=CC(C3)C2C(=O)OCC(F)(F)C(F)F)c1 (configuration not stated)	-1.7	-1.09	-3.9	-0.5	0.8	0.775	-5.5	0.6	-2.0
5	COc1ccc(C(CC(=O)O)NC(=O)c2cccs2)cc1 (configuration not stated)	2.0	0.0961	-2.6	-5.4	-1.0	1.47	-1.9	0.3	-2.3
6	COc1cc(CCC(=O)Nc2cc(Cl)ccc2N2CCN(C)CC2)cc(OC)c1OC	9.0	-0.0179	-5.4	-27.2	0.6	0.163	8.0	-0.2	-3.2
7	CC(=O)N1CCc2[nH]c3ccccc3c2C1	3.4	0.749	-2.3	-7.0	-0.7	0.486	-3.7	-0.7	-4.3
8	Cc1cc(C(C)(C)C)oc1C(=O)Nc1ccc(CC(=O)O)cc1	8.2	1.15	5.8	nt	0.3	0.437	2.3	-0.7	-0.1
9	CCS(=O)c1ccccc1C(=O)O (configuration not stated)	2.0	-0.148	-0.7	-10.3	0.2	-0.165	-4.5	-0.1	-2.3
10	CCCSc1nnc2c(n1)OC(c1cccn1C)N(C(C)=O)c1ccccc1-2 (configuration not stated)	1.0	0.278	7.1	3.5	-1.1	-10.1*	2.9	-1.5	-3.1
11	CN(C)S(=O)(=O)c1ccc2c(c1)nc(CCC(=O)NCC1CCCCC1)n2C	6.7	-0.887	2.4	7.4	0.1	0.6	4.9	-0.1	-0.6
12	CCCc1[nH]nc2c1C(c1ccncc1)C(C#N)=C(N)O2 (configuration not stated)	2.0	0.0961	-2.2	-27.7	0.0	-3.71*	-1.8	-1.0	-5.4
13	CCN(CC)CCOC(=O)c1c(C)oc2ccc(OC)cc12	28.9	-0.371	2.5	-2.3	-1.6	-14.3*	2.7	-1.0	-3.4
14	O=C(Nc1cnn(Cc2ccc(Cl)c(Cl)c2)c1)c1nc2ncccn2n1	15.7	0.0202	nt	nt	-0.3	0.905	0.0	nt	-1.5
15	CC(=O)c1c(C)nc2ccccn12	-11.8	-0.112	7.5	-11.7	-1.8	0.0288	4.3	0.3	1.6

Some of these compounds in order of the S1P1 ag-PAM value, lowest first:
item | Compound | S1P1 ag-PAM
15 | CC(=O)c1c(C)nc2ccccn12 | -11.7
7 | CC(=O)N1CCc2[nH]c3ccccc3c2C1 | -7.0
11 | CN(C)S(=O)(=O)c1ccc2c(c1)nc(CCC(=O)NCC1CCCCC1)n2C | 7.4

(continued)
item	Molecule	5HT1a antag	M1 agonist	Jurkat tox 60K	S1P1 ag-PAM	HTR1E agonist	M1 antag	5HT1E antag	S1P3 agonist	5HT1a ag
16	O=C(Nc1ccc2snnc2c1)N1CCOCC1	-6.2	-1.36	4.0	0.7	-0.2	-2.38*	1.6	-0.5	-3.0
17	CCCCn1c(=O)c2c(c3ccccc31)OCC(=O)N2	-1.2	0.458	0.2	-28.3	-0.2	-0.251	0.0	0.7	0.2
18	CCOC(=O)c1cc(NC(=O)NCc2ccco2)c(C)nc1C	-2.3	0.615	nt	nt	0.7	-0.00789	-8.6	nt	-3.5
19	COc1ccc(N2CCN(C(=O)c3cn(C4CCCC4)c(=O)c4c3c3ccccc3n4C)CC2)cc1	-3.0	4.06	nt	nt	0.5	-0.0898	3.5	nt	0.1
20	Cc1ccc(/C(C#N)=C\c2cn(C)c3ccccc23)cc1	24.3	-2.7*	3.1	-1.1	0.1	-0.401	17.3	-0.7	1.3
21	OC(C#CCN1CCOCC1)c1cccs1 (configuration not stated)	-1.0	-0.477	nt	nt	0.4	0.0095	-5.5	nt	2.5
22	COC(=O)[C@@H](NC(=O)Nc1ccc(C(C)=O)cc1)C(C)C	-9.0	-0.325	-0.8	-10.0	-0.1	0.211	-9.3	0.9	-2.5
23	CCOC(=O)N1CCN(C(=O)C2CC(c3ccccc3OC)=NO2)CC1 (configuration not stated)	5.5	-0.0226	5.6	9.5	-0.5	-0.034	19.6	0.7	-2.1
24	COCCn1nnnc1C(c1ccccn1)N1CCN(c2cc(C)ccc2C)CC1 (configuration not stated)	-0.4	-0.229	-0.7	2.3	0.1	0.358	2.7	1.0	2.8
25	CCN(c1ccccc1)S(=O)(=O)c1ccc(F)cc1C	4.9	15.2*	-4.8	28.8	0.3	-0.0179	0.8	1.5	-2.2
26	Cc1cccc(-c2nnc(SCc3cc(=O)[nH]c4ccccc34)n2C)c1	-7.5	-0.911	0.5	5.7	0.1	0.018	3.5	0.5	-1.1
27	Cc1ccc(Cl)cc1N1CCN(C(=O)C2CCN(S(=O)(=O)c3cnc[nH]3)CC2)CC1	-6.4	-0.0362	4.5	3.1	1.0	0.385	-2.2	-0.4	0.5
28	Cc1ccc(Cn2ccc(NC(=O)c3cc(-c4ccc5c(c4)OCO5)on3)n2)cc1	-2.2	0.0456	2.9	-25.9	-0.9	0.81	3.9	-0.3	-0.9
29	O=C(CN1C(=O)NC2(CCCC2)C1=O)Nc1cccc(-c2nnc3n2CCCCC3)c1	-7.9	-0.0245	2.0	3.1	-0.7	0.408	2.6	-0.6	5.1
30	Cc1ccccc1NS(=O)(=O)c1ccc2[nH]cc(C(=O)NCCCN3CCOCC3)c(=O)c2c1	-5.9	0.39	-5.8	-27.3	0.5	0.047	-6.6	18.2	-6.1
31	Cn1c2ccccc2c2c(C(=O)N3CCN(c4ccccn4)CC3)cn(C3CCCC3)c(=O)c21	-5.8	1.25	nt	nt	0.6	-0.00565	3.7	nt	0.7
32	COc1ccc(NC(=O)N(C2CCCCC2)C(C)c2cccnc2)c(OC)c1 (configuration not stated)	8.6	-0.126	6.2	-15.1	0.9	0.314	12.2	-1.0	-1.8
33	CCOc1c(C)cc2[nH]c(CCC(=O)O)nc2c1C	nt	-0.191	nt	0.6	-0.7	2.11	5.4	-4.8	0.5
34	Cc1nnc(SCC(=O)N2CCC(C(N)=O)CC2)s1	nt	0.588	nt	10.9	-0.1	0.319	-9.0	-2.3	-0.3
35	CC1=CC(=C2C(=O)c3ccccc3C2=O)C=C(C)N1Cc1ccco1	0.6	-0.5	0.4	12.9	-0.4	-0.777	11.1	-1.6	-2.6
36	Cc1nc2cc(NC(=O)NCCC3=CCCCC3)ccc2o1	7.6	0.248	-2.1	16.8	-0.3	0.0049	13.9	-1.5	0.1
37	COc1cccc2sc(=NC(=O)c3ccc(S(=O)(=O)N4CCOCC4)cc3)n(C)c12	-14.9	0.26	-1.8	-6.5	0.5	0.752	2.7	-0.1	0.2
38	COC(=O)c1c(=O)n(O)c2ccc(OC)cc2[n+]1[O-]	-3.1	19.3*	-1.9	3.9	0.7	-0.648	-2.7	-1.8	-2.8
39	CCOc1ccc(NC(=O)CN2CCN(CC(=O)Nc3ccc(F)cc3)CC2)cc1	-15.3	-0.242	2.5	-33.5	0.3	0.203	-10.3	-0.5	-2.9
40	COc1cc(C)nc(N2CCCC(C(=O)Nc3cccc(Cl)c3Cl)C2)n1 (configuration not stated)	15.2	-1.03	nt	nt	-0.4	-0.106	-5.5	nt	-0.4
41	Fc1cc(F)c(F)c(SCCc2ccncc2)c1F	nt	0.0506	nt	9.6	-0.6	-0.423	-6.0	-4.8	1.3
42	Cc1cccc(NC(=O)COc2ccc(Br)cc2)n1	-22.4	0.675	-2.9	0.1	-0.6	-0.552	2.3	0.5	-1.2
43	O=C(CSc1nc2ccccc2c(=O)[nH]1)N1CCCCC1	-3.8	-0.506	-1.0	-6.5	-0.4	-0.173	8.3	0.1	4.2
44	CN(C)C(=O)Cn1cnc2c(cnn2-c2ccccc2Cl)c1=O	3.4	-0.0338	-4.0	-11.7	-0.4	-1.34	-7.2	0.0	-1.0
45	Cc1cc(CN(C)C)c(O)c(C2(C)CCCCC2)c1	-5.2	0.876	-0.5	2.0	-1.2	0.734	-4.9	0.0	-1.9
46	Cc1ccc(NC(=O)C2CCN(S(=O)(=O)c3cccc4cccnc34)CC2)nc1	15.6	0.678	8.0	1.1	0.1	0.411	5.5	-1.0	0.6
47	COc1cccc(OC)c1C(=O)N1CCN(Cc2ccccc2C(F)(F)F)CC1	16.4	-0.0384	2.0	-14.1	-0.8	-2.97*	0.8	-1.2	-0.9
48	CCc1ccccc1NC(=O)CSc1nc2c(c(-c3ccco3)c1C#N)CCCC2	-5.3	-0.619	1.3	-5.0	-0.1	0.182	-0.2	-0.8	1.5
49	COC(=O)C1=CN(C)C=C(C(=O)OC)C1c1ccc(Cl)cc1Cl	-11.1	0.673	-0.5	-38.7	6.4	1.15	-7.3	2.2	13.7
50	CCOc1ccc(NC(=O)c2ccc(N)cc2)cc1	9.6	0.151	-9.9	-13.7	-0.1	-0.891	13.3	-0.8	0.6
51	COc1cccc(OC)c1C(=O)Nn1c(C2CCC2)nc2ccccc2c1=O	0.4	1	2.3	-0.6	0.2	0.458	-6.7	-0.9	-2.9
52	Cc1ccc(-n2c(Cc3cccn3C)nnc2SCC(=O)Nc2nnc(C)s2)cc1	-12.9	-0.571	-6.7	-59.8	0.3	0.0582	4.0	-0.7	-1.4
53	COc1cc2[nH]c3c(=O)n(CCN4CCCCC4)cnc3c2cc1OC	6.7	0.921	-5.0	-4.5	0.0	0.563	-9.3	-1.3	-0.3
54	O=C(c1cccc(C(=O)N2CCN(c3ccccc3F)CC2)n1)N1CCN(c2ccccc2F)CC1	2.6	1.92	5.3	nt	1.1	0.464	-1.2	-0.5	1.9
55	CCOc1ccc(C2c3c(oc4ccccc4c3=O)C(=O)N2c2ccc(C)cn2)cc1OC (configuration not stated)	8.1	-0.267	-5.4	-32.7	0.2	0.539	9.9	-0.2	1.2
56	CSc1ccc(C2Nc3ccccc3-c3cc(C)nn32)cc1 (configuration not stated)	1.8	0.0114	1.8	-3.3	-0.2	-0.00409	10.9	0.2	-0.4
57	Cc1nc2cc3nc(C)sc3cc2s1	-3.0	0.179	0.7	0.4	-1.4	0.382	0.4	-1.6	-3.6
